# GPR35 antagonists = inhibition of zaprinast-stimulated GPR35 beta-arrestin translocation – imaging, U2OS, beta-arrestin-GFP, zaprinast agonist, primary screen (AID 2058) | 290,000 tested, 0.052% active | U2OS GPR35 beta-arrestin-GFP translocation imaging, zaprinast antagonism; higher % means a stronger effect | inhibition, % at 10 µM; hits with a dose series show IC50 in µM;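 active = inhibition of at least 50% with at least 30 cells and total cytoplasm GFP at most 10,000,000; inconclusive = under 30 cells or total GFP of 10,000,000 plus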
# Rac1 GTP hydrolysis = MgcRacGAP GTPase-activating activity inhibitors, confirmation, biochemical, ADP Hunter fluorescence | MgcRacGAP-stimulated Rac1 GTP hydrolysis, ADP Hunter fluorescence; higher % means a stronger effect; GST-tagged Rac1 F28L mutant substrate | one-dose inhibition, % at 30 µM; IC50 in µM for titrated hits | 340,000 tested, 0.6% active | AID 624330;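 active = first-screen hits whose inhibition reached a set limit at any dose in the follow-up dose series; inconclusive = inhibition above the set first-screen limit but never retested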;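 note: fluorescence reports GDP produced by GAP-driven GTP hydrolysis; strong numbers were not always called active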
# LYP inhibition = PTPN22 lymphoid phosphatase activity blockers – biochemical, fluorescence intensity, uHTS (AID 1779); recombinant LYP phosphatase, fluorescence intensity; higher % means a stronger effect; 290,000 tested, 0.054% active; one-dose inhibition, % at 11.5 µM; IC50 in µM for titrated hits; in the data active = inhibition above about 50%;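 note: plate controls were vehicle with enzyme for no effect and no enzyme for full effect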
# SIAH1 antagonists = Siah-1 peptide-binding antagonists, primary screen, biochemical, fluorescence polarization, rhodamine-plectin, uHTS (AID 1817); 290,000 tested, 0.02% active; Siah-1 / rhodamine-plectin peptide fluorescence polarization; higher % means a stronger effect; one-dose displacement, % at 20 µM; IC50 in µM for titrated hits;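 active = displacement of at least 50% at 20 µM, with a fluorescence ratio check between 0.3 and a set limit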;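 note: plate controls were Siah plus tracer with DMSO for no effect and tracer alone without Siah for full effect; strong numbers were not always called active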
# NTR1 agonist = agonists of NTR1, primary screen, imaging, U2OS cells, beta-arrestin-GFP, high content (AID 493036). P30989. NTR1-U2OS beta-arrestin-GFP spot imaging, agonist mode. activation, % at 20 µM. 330,000 tested, 0.17% active;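 active = activation at or above 40% of the spot to cytoplasm intensity ratio, with at least 20 cells analyzed; inconclusive = wells under 20 cells, flagged as cytotoxic or low count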;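 note: 0% = DMSO without peptide and 100% = 100 nM NTR1 peptide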
# Target sequence (P30989 whole entry, looked up): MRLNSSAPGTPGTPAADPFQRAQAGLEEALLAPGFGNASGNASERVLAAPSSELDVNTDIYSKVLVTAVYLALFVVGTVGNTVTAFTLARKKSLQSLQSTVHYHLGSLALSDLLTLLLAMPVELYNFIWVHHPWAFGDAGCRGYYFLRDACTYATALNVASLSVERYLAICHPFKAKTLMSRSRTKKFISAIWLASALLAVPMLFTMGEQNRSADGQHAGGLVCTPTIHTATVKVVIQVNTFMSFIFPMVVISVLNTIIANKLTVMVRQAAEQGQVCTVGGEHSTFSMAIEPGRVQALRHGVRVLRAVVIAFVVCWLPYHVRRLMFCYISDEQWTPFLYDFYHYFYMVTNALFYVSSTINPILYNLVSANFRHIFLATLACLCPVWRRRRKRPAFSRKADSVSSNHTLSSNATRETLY
# PhoP inhibition = inhibitors of PhoP regulon expression, primary screen, Salmonella Typhimurium, GFP reporter (AID 1863). S. Typhimurium PhoP-regulated promoter GFP reporter, 4 h; higher % means a stronger effect. one-dose inhibition, % at 50 µM; IC50 in µM for titrated hits. 300,000 tested, 0.16% active;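 active = inhibition over 29.93%, a cutoff 3 SD above the screen mean, later confirmed by dose response; inconclusive = inhibition over 29.93% but no dose response follow-up; inactive = inhibition at most 29.93% or unconfirmed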;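 note: 0% = low Mg2+ inducing control and 100% = high Mg2+ repressing control; strong numbers were not always called active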
# HIV fusion peptide = cell-free HIV fusion peptide-binding blockers – biochemical, uHTS, fluorescence dequenching, primary screen (AID 1986). cell-free peptide binding, fluorescence dequenching, 30 min; higher % means a stronger effect. inhibition, % at 20 µM; hits with a dose series show IC50 in µM. 290,000 tested, 0.3% active; in the data active = inhibition mostly above about 52%, no sharp cut-off; inactive = mostly below about 76%; note: some results filed as inactive read as strong as hits
# Myeloid diff 2 = myeloid differentiation induction | ER-HoxA9 myeloid progenitors, lysozyme-GFP differentiation, flow cytometry | 360,000 tested, 1% active | calls only at 10 µM | AID 624256;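 active = normalized GFP-positive differentiation at or above the plate's own cutoff, the solvent-only control mean plus 3 SD; inconclusive = no clear call, values can overlap the other calls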;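 note: cells exposed to compound for four days before flow analysis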
# GPR55 LPI antagonism = GPR55 antagonists blocking LPI-driven arrestin recruitment, primary screen, imaging, U2OS, beta-arrestin-GFP, LPI agonist (AID 2013) | U2OS GPR55 beta-arrestin-GFP translocation imaging, LPI antagonism; higher % means a stronger effect | inhibition, % at 10 µM; hits with a dose series show IC50 in µM | 290,000 tested, 0.13% active;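 active = spots per cell inhibited over 60%, with over 100 cells counted and total cytoplasm intensity under 500,000; inconclusive = wells with under 100 cells, flagged as likely toxic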;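 note: U2OS cells stably carrying GPR55 and arrestin-GFP stimulated by 5 µM LPI near EC80; imaged beta-arrestin-GFP aggregate spots per cell after agonist stimulation; plate controls were LPI-stimulated DMSO wells for no effect and DMSO wells without LPI for full effect; some results filed as inactive read as strong as hits; confirmed hits need IC50 under 10 µM and bright autofluorescent wells are also inconclusive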
# NTR1 agonist cell count 20 µM = also measured in NTR1 agonist; calls as there; cell count; measured here: cell count, cytotoxicity flag
# Myeloid diff 2 GFP+ MAC1+ % = second read-out of Myeloid diff 2, no call of its own (marks repeat the call); GFP+ MAC1+ double positive, %; measured here: differentiation confirmed by MAC1 staining
# Starred values were filed as active, the others as inactive; i = inactive; ? = inconclusive; nt = not tested or not shown.
SMILES,GPR35 antagonists,Rac1 GTP hydrolysis,LYP inhibition,SIAH1 antagonists,NTR1 agonist,NTR1 agonist cell count 20 µM,PhoP inhibition,HIV fusion peptide,Myeloid diff 2,Myeloid diff 2 GFP+ MAC1+ %,GPR55 LPI antagonism
O=C(COC(=O)C1CCN(S(=O)(=O)c2cccs2)CC1)Nc1ccccc1,-18%,0%,-5%,6%,-1.5,59,-1%,0.5%,i,0.4,2%
O=C(O)COCCN1CCN(C(c2ccccc2)c2ccc(Cl)cc2)CC1 (configuration not stated),-1%,11%,-11%,5%,-1.1,46,-3%,-1.3%,i,1.0,9%
O=C(O)c1cccnc1C(=O)N1CCc2c([nH]c3ccccc23)C1C(F)(F)F (configuration not stated),5%,nt,-7%,-1%,-1.3,34,-6%,-0.8%,i,0.4,9%
Cc1ccccc1Sc1ncnc2onc(C)c12,-14%,3%,-7%,-4%,1.2,72,11%,-1.6%,i,0.6,7%
CC1CN(C(=O)c2cc(S(=O)(=O)N3CCN(c4ccccc4)CC3)ccc2Cl)CC(C)O1 (configuration not stated),nt,6%,nt,nt,0.1,56,2%,nt,i,0.4,nt
Cc1nc(-c2ccc(O)c(O)c2)cs1,10%,?,-6%,-1%,-1.1,39,9%,1.8%,i,0.6,0%
CC1(C)CC(NC(=O)C23CCC(C)(C2Br)C3(C)C)CC(C)(C)N1 (configuration not stated),22%,0%,-3%,-1%,0.0,41,-7%,-0.9%,i,0.4,-3%
CCCc1cc(Nc2ccccc2)n2ncnc2n1,-2%,2%,-2%,3%,0.8,58,-3%,-1.7%,i,0.5,-8%
O=C(Nc1c(F)cc(F)cc1Br)c1cc(-c2ccc(O)cc2)on1,2%,15%,-8%,-2%,3.3,85,9%,-1.5%,i,3.2,12%
CC1=C/C(=N\NC(=S)Nc2cccnc2)CC(C)(C)C1,2%,14%,4%,-6%,nt,nt,4%,-3.1%,?,nt,24%

# 2 entries from above, with bars between the fields:
SMILES | GPR35 antagonists | Rac1 GTP hydrolysis | LYP inhibition | SIAH1 antagonists | NTR1 agonist | NTR1 agonist cell count 20 µM | PhoP inhibition | HIV fusion peptide | Myeloid diff 2 | Myeloid diff 2 GFP+ MAC1+ % | GPR55 LPI antagonism
CCCc1cc(Nc2ccccc2)n2ncnc2n1 | -2% | 2% | -2% | 3% | 0.8 | 58 | -3% | -1.7% | i | 0.5 | -8%
O=C(Nc1c(F)cc(F)cc1Br)c1cc(-c2ccc(O)cc2)on1 | 2% | 15% | -8% | -2% | 3.3 | 85 | 9% | -1.5% | i | 3.2 | 12%

# (further entries)
SMILES,GPR35 antagonists,Rac1 GTP hydrolysis,LYP inhibition,SIAH1 antagonists,NTR1 agonist,NTR1 agonist cell count 20 µM,PhoP inhibition,HIV fusion peptide,Myeloid diff 2,Myeloid diff 2 GFP+ MAC1+ %,GPR55 LPI antagonism
O=S(=O)(c1ccc(Cl)cc1)n1c(Cc2ccccc2)nc2ccccc21,-16%,11%,-5%,4%,-0.2,62,16%,4.6%,i,0.3,11%
O=C(O)COc1ccc(NC(=O)C(c2ccccc2)c2ccccc2)cc1,-2%,7%,-1%,1%,0.0,53,4%,0.7%,i,0.4,6%
Cc1csc(N(C(=O)c2cccc(S(=O)(=O)N(C)C)c2)c2ccccc2)n1,1%,5%,-6%,-4%,0.3,53,-7%,-0.9%,i,1.7,0%
COc1cccc(NC(=O)C(=O)c2cn(CC(=O)N3CCOCC3)c3ccccc23)c1,-2%,-32%,-7%,-2%,0.1,78,1%,-0.5%,i,1.5,-36%
CCCCc1nc2ccc(S(=O)(=O)O)cc2[nH]1,9%,5%,-7%,-2%,1.6,48,-4%,-0.6%,i,0.5,-12%
Fc1cccc(Nc2nc(Cl)nc(Cl)n2)c1,-1%,1%,-6%,7%,-0.8,64,0%,-0.3%,i,0.3,-3%
CC(C)(C)OC(=O)N/N=C/c1cccc([N+](=O)[O-])c1,-9%,-3%,-5%,-6%,1.3,28,2%,-0.2%,i,1.2,-48%
CCOC(=O)Cc1nnc(-c2ccccc2)o1,-1%,-5%,-4%,-7%,0.6,89,3%,-2.4%,i,3.9,2%
CCOC(=O)C1=C(C)N=c2s/c(=C\c3ccc(O)c([N+](=O)[O-])c3)c(=O)n2C1c1ccccc1OC (configuration not stated),-5%,23%,-8%,4%,9.4,66,-5%,58%,i,0.7,11%
Cc1ccc2nc(COc3ccc(N(C)S(=O)(=O)c4ccccc4)cc3)cc(=O)n2c1,-5%,3%,3%,20%,4.6,68,-1%,3.2%,i,1.0,0%
Cn1nc(C(=O)N2CCN(c3ccccn3)CC2)c2ccccc2c1=O,nt,-4%,nt,nt,0.0,70,8%,nt,i,0.3,nt
O=c1c(Cc2c(F)cccc2Cl)c(O)ccn1Cc1ccc(F)cc1,-12%,1%,-2%,3%,-1.2,23,-5%,0.6%,i,0.0,9%
CCS(=O)(=O)Nc1ccc2[nH]c(=O)[nH]c2c1,2%,4%,6%,-5%,-1.9,74,1%,-0.8%,i,0.1,11%
CCCCC(=O)Nc1ccc2c(c1)C(=O)NC2=O,-9%,6%,-8%,-1%,0.2,43,-1%,1.7%,i,2.7,0%
CS/C(=C/[N+](=O)[O-])Nc1cccc2c1C(C)CC2(C)C (configuration not stated),-4%,14%,2%,10%,1.7,58,-2%,1.6%,i,0.7,-1%
CN(C)/C=C1/Oc2c(ccc3ccccc23)C1=O,-1%,7%,0%,4%,-0.2,31,-5%,7.4%,i,0.1,-1%
C=CCn1c(Oc2ccccc2F)nc2c1c(=O)n(C)c(=O)n2C,-4%,10%,-12%,-2%,2.7,62,1%,-1.1%,i,0.3,-1%
COc1ccccc1OCCSc1nc(N)cc(N)n1,-8%,0%,-5%,8%,-0.4,93,-8%,1.8%,i,1.1,10%
CC1CCCC(C(=O)O)N1C(=O)CCSC(=O)c1ccccc1 (configuration not stated),-18%,2%,-11%,0%,1.2,90,2%,-0.7%,i,1.3,-5%
Cc1cc(OC(=O)c2ccc(Cl)cc2)cc(=O)n1C,7%,28%,-6%,2%,1.9,46,-6%,0.2%,i,0.2,-16%

# Given as tab-separated lines: entries from further up
molecule	GPR35 antagonists	Rac1 GTP hydrolysis	LYP inhibition	SIAH1 antagonists	NTR1 agonist	NTR1 agonist cell count 20 µM	PhoP inhibition	HIV fusion peptide	Myeloid diff 2	Myeloid diff 2 GFP+ MAC1+ %	GPR55 LPI antagonism
Cn1nc(C(=O)N2CCN(c3ccccn3)CC2)c2ccccc2c1=O	nt	-4%	nt	nt	0.0	70	8%	nt	i	0.3	nt
O=c1c(Cc2c(F)cccc2Cl)c(O)ccn1Cc1ccc(F)cc1	-12%	1%	-2%	3%	-1.2	23	-5%	0.6%	i	0.0	9%
CCS(=O)(=O)Nc1ccc2[nH]c(=O)[nH]c2c1	2%	4%	6%	-5%	-1.9	74	1%	-0.8%	i	0.1	11%
CCCCC(=O)Nc1ccc2c(c1)C(=O)NC2=O	-9%	6%	-8%	-1%	0.2	43	-1%	1.7%	i	2.7	0%
CS/C(=C/[N+](=O)[O-])Nc1cccc2c1C(C)CC2(C)C (configuration not stated)	-4%	14%	2%	10%	1.7	58	-2%	1.6%	i	0.7	-1%
CN(C)/C=C1/Oc2c(ccc3ccccc23)C1=O	-1%	7%	0%	4%	-0.2	31	-5%	7.4%	i	0.1	-1%
C=CCn1c(Oc2ccccc2F)nc2c1c(=O)n(C)c(=O)n2C	-4%	10%	-12%	-2%	2.7	62	1%	-1.1%	i	0.3	-1%
COc1ccccc1OCCSc1nc(N)cc(N)n1	-8%	0%	-5%	8%	-0.4	93	-8%	1.8%	i	1.1	10%
CC1CCCC(C(=O)O)N1C(=O)CCSC(=O)c1ccccc1 (configuration not stated)	-18%	2%	-11%	0%	1.2	90	2%	-0.7%	i	1.3	-5%
Cc1cc(OC(=O)c2ccc(Cl)cc2)cc(=O)n1C	7%	28%	-6%	2%	1.9	46	-6%	0.2%	i	0.2	-16%

# The list goes on:
SMILES,GPR35 antagonists,Rac1 GTP hydrolysis,LYP inhibition,SIAH1 antagonists,NTR1 agonist,NTR1 agonist cell count 20 µM,PhoP inhibition,HIV fusion peptide,Myeloid diff 2,Myeloid diff 2 GFP+ MAC1+ %,GPR55 LPI antagonism
CCN(CC)c1ccc(N2C(=NC(=O)C3CC3)SC3CS(=O)(=O)CC32)cc1 (configuration not stated),-10%,0%,-6%,0%,-0.5,56,6%,-0.5%,i,2.7,-13%
COc1cc(-c2cccs2)cc(=O)c2c(C)oc(C)c12,8%,18%,-3%,-1%,2.9,43,-1%,-2.7%,i,6.4,6%
Cc1[nH]c(C)c2c(=O)n(-c3ccccc3)ncc12,10%,-2%,-9%,1%,-0.3,67,3%,1.4%,i,4.5,-5%
N#C/C(=N\Nc1cccc2ccccc12)c1nnc2n1CCCCC2,-11%,4%,-4%,-1%,4.9,78,-11%,5.7%,i,0.4,5%
COc1cc(C#N)ccc1OCC(=O)N1CCc2ccccc2C1,10%,-3%,-9%,-3%,1.2,35,-1%,1.4%,i,1.2,2%
S=C1Cc2ccccc2N1,23%,?,-1%,-6%,nt,nt,8%,-2.0%,nt,nt,-4%
CC(=O)c1ccc(OC(=O)C(CCS(C)(=O)=O)N2C(=O)c3ccccc3C2=O)cc1 (configuration not stated),4%,9%,-2%,-1%,2.1,65,10%,12%,i,0.2,4%
COCc1cc(C)nc(SCC(=O)Nc2cccc(C)c2)c1C#N,-5%,6%,-8%,0%,2.0,83,-6%,1.1%,i,1.2,-4%
CCOc1ccc(CNC(=O)c2ccc(NC(=O)C3=CSCCO3)cc2)cc1,-3%,11%,-5%,3%,-0.5,64,-1%,-0.7%,nt,nt,-6%
C[C@H](C(=O)CC(=O)OC(C)(C)C)[C@H](O)c1ccccc1,-4%,10%,-11%,-3%,-3.3,75,nt,-1.6%,i,0.9,15%
O=C(NCC1CCCO1)c1cc(-c2ccccc2)nc2ccc(Br)cc12 (configuration not stated),10%,9%,-5%,-1%,0.5,56,-2%,-2.0%,i,1.3,0%
Cc1ccc(O)c(/C=N/NC(=O)Cc2ccc(Cl)cc2)c1,4%,-9%,-3%,14%,-0.8,54,-4%,-2.9%,i,0.9,2%
